All columns: NCI-60 one-dose screen, growth in % after 48 h at 10 µM unless noted; 100 = growth as untreated, 0 = no growth, -100 = all killed.
SF-295 = SF-295 CNS cancer cells | 79,000 compounds, 5.6% hits
OVCAR-8 = OVCAR-8 ovarian cancer. 81,000 compounds, 4.4% hits
U251 = U251 CNS tumor cells; 80,000 compounds, 5.4% hits; AID 1794753
DU-145 = DU-145 prostate cancer; 81,000 compounds, 4.2% hits; AID 1794760
PC-3 = PC-3 prostate cancer cells. AID 1794754. 80,000 compounds, 3.9% hits
OVCAR-3 = OVCAR-3 ovarian cancer | 79,000 compounds, 7% hits
SF-539 = SF-539 CNS cancer. 81,000 compounds, 6.8% hits
SNB-19 = SNB-19 CNS cancer cells | 81,000 compounds, 2.5% hits | AID 1794751
SF-268 = SF-268 CNS cancer cells. AID 1794759. 82,000 compounds, 3.1% hits
An asterisk follows results filed as active; nt = not tested or not shown. How the source made its calls: active means growth percent below 10; inactive means the rest.

Start of the data: the first 13 entries (preview)
SMILES	SF-295	OVCAR-8	U251	DU-145	PC-3	OVCAR-3	SF-539	SNB-19	SF-268
COc1ccc(-c2c[nH]c(C(=O)NCCO)c2-c2cc(OC)c(OC)c(OC)c2)cc1	102	98	103	109	96	104	100	101	99
N/C(CC(=O)Nc1ccc(F)cc1)=N\O	105	100	nt	109	96	110	105	103	100
Cc1cc(C)nc(NS(=O)(=O)c2ccc(Nc3nc(-c4ccc(O)cc4O)c4c(=O)[nH]c(SCc5ccccc5)nc4n3)cc2)n1	91	61	111	152	94	144	135	80	120
O=C(Cn1cc(CN2C(=O)c3ccccc3S2(=O)=O)nn1)Nc1ccc(Br)cc1	101	94	nt	99	94	97	104	92	90
O=c1[nH][nH]c(=O)c2nc(Nc3ccccc3)ncc12	97	118	120	118	nt	119	101	108	114
COc1ccc2c(c1)O/C(=C\c1cccc(OCC(=O)Nc3nc(C)c(C)s3)c1)C2=O	-80*	15	-64*	-96*	-39*	-33*	-79*	88	-55*
COc1ccccc1OCC(O)CN1CCN(c2ccc(C)cc2)CC1 (configuration not stated)	98	101	105	116	93	96	108	105	92
O=C(Cn1cc(CN2C(=O)c3ccc([N+](=O)[O-])cc3C2=O)nn1)Nc1ccccc1Br	108	116	109	113	102	nt	107	102	106
COc1cc(CNC(=O)/C=C/C=C/c2ccc3c(c2)OCO3)ccc1OCc1cn(-c2cccc(Cl)c2)nn1	81	55	81	91	76	89	39	80	80
CCCC1(C)COC(c2ccc(OC)cc2)OC1 (configuration not stated)	100	104	100	105	96	105	94	100	93
Cc1nc(-c2ccccc2Cl)nc2sc(C(=O)Nc3ccc(Cl)cc3)c(N)c12	81	47	94	78	73	102	72	102	78
C=CCn1c(SC)nccc1=O	121	103	103	115	100	119	112	107	106
O=C(Nc1cccc(NC(=O)C2CCCCC2)c1)c1ccccn1	98	104	109	103	104	104	98	111	96

The whole of this part, previewed entries included:
SMILES	SF-295	OVCAR-8	U251	DU-145	PC-3	OVCAR-3	SF-539	SNB-19	SF-268
COc1ccc(-c2c[nH]c(C(=O)NCCO)c2-c2cc(OC)c(OC)c(OC)c2)cc1	102	98	103	109	96	104	100	101	99
N/C(CC(=O)Nc1ccc(F)cc1)=N\O	105	100	nt	109	96	110	105	103	100
Cc1cc(C)nc(NS(=O)(=O)c2ccc(Nc3nc(-c4ccc(O)cc4O)c4c(=O)[nH]c(SCc5ccccc5)nc4n3)cc2)n1	91	61	111	152	94	144	135	80	120
O=C(Cn1cc(CN2C(=O)c3ccccc3S2(=O)=O)nn1)Nc1ccc(Br)cc1	101	94	nt	99	94	97	104	92	90
O=c1[nH][nH]c(=O)c2nc(Nc3ccccc3)ncc12	97	118	120	118	nt	119	101	108	114
COc1ccc2c(c1)O/C(=C\c1cccc(OCC(=O)Nc3nc(C)c(C)s3)c1)C2=O	-80*	15	-64*	-96*	-39*	-33*	-79*	88	-55*
COc1ccccc1OCC(O)CN1CCN(c2ccc(C)cc2)CC1 (configuration not stated)	98	101	105	116	93	96	108	105	92
O=C(Cn1cc(CN2C(=O)c3ccc([N+](=O)[O-])cc3C2=O)nn1)Nc1ccccc1Br	108	116	109	113	102	nt	107	102	106
COc1cc(CNC(=O)/C=C/C=C/c2ccc3c(c2)OCO3)ccc1OCc1cn(-c2cccc(Cl)c2)nn1	81	55	81	91	76	89	39	80	80
CCCC1(C)COC(c2ccc(OC)cc2)OC1 (configuration not stated)	100	104	100	105	96	105	94	100	93
Cc1nc(-c2ccccc2Cl)nc2sc(C(=O)Nc3ccc(Cl)cc3)c(N)c12	81	47	94	78	73	102	72	102	78
C=CCn1c(SC)nccc1=O	121	103	103	115	100	119	112	107	106
O=C(Nc1cccc(NC(=O)C2CCCCC2)c1)c1ccccn1	98	104	109	103	104	104	98	111	96
c1ccc(-c2cn3ccnc3c(-c3ccc4ncn(C5CCCCC5)c4c3)n2)cc1	60	36	63	71	8.0*	58	72	77	78
CCN=C1Cn2c(nc3scc(-c4ccccc4)c3c2=O)CN1CC	122	116	106	113	87	103	97	106	95
CCCOC(=O)NC(C)(C)C	nt	101	100	120	108	110	114	106	108
Nc1nc(C(=O)O)c(N)c(=O)[nH]1	102	102	107	114	95	118	93	103	111
CN=C1Nc2cc(OC)c(OC)c(OC)c2C(c2cc(Cl)ccc2F)O1 (configuration not stated)	95	90	97	112	79	111	100	95	106
Cc1cc(C)c(OC2=C(c3c(C)cc(C)cc3C)C(=O)c3ccccc32)c(C)c1	126	93	98	98	80	97	98	96	98
COc1ccc(NC(=O)c2sc3nc(C)c(Br)c(C)c3c2N)cc1	99	111	104	103	89	104	107	111	92
C/C=C(\C)C(=O)OC1CC[N+]2([O-])CCC(COC(=O)/C(=C/C)CO)C12 (configuration not stated)	99	102	97	120	95	105	101	96	104
C=C1C(=O)O[C@H]2[C@H]1CC/C(COC(=O)NCc1c[nH]c3ccccc13)=C\CC[C@@]1(C)O[C@@H]21	95	39	83	29	50	2.1*	7.4*	69	71
O=C(O)CC/C(=N/O)c1ccccc1	96	111	106	113	99	109	88	101	114
[O-][n+]1onc(N/N=C/c2ccc(Br)cc2)c1-c1ccccc1	104	105	110	115	105	117	96	104	103
COc1ccccc1S(=O)(=O)Nc1ccc2c3c(cc(-c4ccoc4)nc13)C(=O)N2C	57	71	78	86	67	74	63	76	84
More structures follow:
SMILES	SF-295	OVCAR-8	U251	DU-145	PC-3	OVCAR-3	SF-539	SNB-19	SF-268
O=C(CSc1nc(-c2ccccc2)cn1-c1ccc(Cl)cc1)c1ccc(-c2ccccc2)cc1	96	97	104	109	91	109	104	96	93
NCCCCC(N)C(=O)NC(CCCN=C(N)N)C(=O)O (configuration not stated)	115	101	96	105	81	110	104	118	113
COc1ccc(/C=N/NC(=O)c2[nH]c(=O)c3c(=O)[nH]c(-c4ccccc4)cc3c2O)cc1	93	98	90	103	97	107	102	97	101
Clc1ccc(Cn2cc(CSc3nc4ccccc4s3)nn2)cc1Cl	96	95	96	109	95	106	103	92	95
N#CC1=C(N)Oc2c(ccc3ccccc23)C1c1c[nH]c2ccccc12 (configuration not stated)	103	102	101	104	86	87	96	95	93
CCOC(=O)CCC(=O)Oc1coc(CSc2nc3ccccc3s2)cc1=O	100	97	90	101	82	107	103	89	98
COc1cc(C2C=C(c3cc(OC)c(OC)c(OC)c3)Nc3nc(SC)[nH]c(=O)c32)ccc1Oc1ccnc2cc(Cl)ccc12 (configuration not stated)	67	76	92	70	61	81	89	75	61
O=C(O)c1cc2ccccc2cc1Nc1ccccc1	104	100	93	113	96	108	74	95	100
CC(C)N(C)c1ccc(N=Nc2cc(Cl)ccc2Cl)cc1	nt	97	98	109	86	100	110	106	113
O=S(=O)(OCCN(CCOS(=O)(=O)c1ccccc1)S(=O)(=O)c1ccccc1)c1ccccc1	96	94	97	107	65	98	106	100	100
CN(C)CCNC(=O)OCCCCOc1cc(O)c2c(=O)cc(-c3ccccc3)oc2c1	-91*	3.8*	-64*	-27*	10	-77*	-100*	-33*	-45*
O=C(CSc1nc(-c2ccc(Cl)cc2)cn1-c1ccc(Cl)cc1)c1ccc(-c2ccccc2)cc1	101	76	88	99	62	106	85	97	74
CN(C)c1ccc(C(=O)n2cc(-c3ccccc3)c(N)n2)cc1	105	100	99	108	100	121	99	94	135
Cc1ccc(S(=O)(=O)NCCNc2cc(-c3cn(C(C)(C)C)nc3-c3cccc(O)c3)ccn2)cc1	72	79	63	89	47	82	65	84	62
CCN1CCN(C2=NC(=O)/C(=C/c3cccs3)S2)CC1	90	103	92	108	109	111	97	93	111
Cc1ccc[nH]c1=O	114	99	99	115	98	114	108	93	93
O=C1c2ccccc2-c2c(Br)c3ccccc3c(=O)n21	87	99	96	113	87	109	100	100	113
CCN(CC)Cc1c(-c2cccc(OC(F)(F)F)c2)[nH]c2ccc(N3CCCC3)cc2c1=O	102	96	100	100	91	104	95	91	89
COc1ccc(N=Nc2c(N)nn3c(-c4ccc(OC)c(OC)c4)c4c(N)c(C(C)=O)c(-c5ccccc5)nc4nc23)cc1	105	99	101	104	96	107	97	96	98
O=C1CCCCN1CCCCC#Cc1cccc(C#Cc2cccnc2)c1	80	89	72	109	61	90	92	78	83
COc1cc(OC)c(N(C)C(=O)c2cc3c(s2)-c2ccccc2S(=O)(=O)C3)cc1Cl	99	98	103	100	91	103	104	109	106
Cc1ccc(N2C3c4ccccc4N(S(=O)(=O)c4ccc(C)cc4)C2c2ccccc2N3S(=O)(=O)c2ccc(C)cc2)cc1	nt	89	92	104	90	107	95	111	107
C[C@]12CC[C@H](O)CC1=CC[C@@H]1[C@@H]2CC[C@]2(C)C(c3cccnc3)=CC[C@@H]12	42	nt	67	91	nt	56	32	73	80
CCN(CC)C(=O)/C=C(/C)c1ccccc1	100	105	105	117	93	111	107	105	104
N#C/C(=C\c1ccc(-c2ccccc2F)o1)c1nc(-c2ccco2)cs1	99	94	101	101	78	90	98	95	101
Going on with the list:
SMILES	SF-295	OVCAR-8	U251	DU-145	PC-3	OVCAR-3	SF-539	SNB-19	SF-268
Cc1ccc(/C=C/C(=O)c2ccc(NC(=O)CSc3nc4[nH]c(=O)n(C)c(=O)c4[nH]3)cc2)c(C)c1	97	104	84	107	90	95	94	96	95
c1ccc2c(c1)Nc1cc3ccccc3cc1N2	46	30	43	61	25	-3.7*	39	57	66
Cc1cc2nc(N)c3c4ccccc4cn3c2cc1C	99	90	100	nt	98	97	97	97	103
CC1(C)CCC(C)(C)C2CC3CC4C(CC3CC21)C(C)(C)CCC4(C)C (configuration not stated)	100	104	nt	108	105	113	98	101	101
O=C(/C=C/C(=O)OCCCl)OCCCl	103	103	94	108	99	110	103	110	97
O=C(/C=C/c1ccccc1F)c1cccc(OCCCCOc2cccc(C(=O)/C=C/c3ccccc3F)c2)c1	106	101	103	111	103	108	105	103	99
Cc1ccc(C(=O)CSc2nnc(-c3ccc(-c4ccc(Cl)cc4)nc3C)o2)cc1	92	107	104	115	95	nt	98	99	105
Nc1nc2c(nc(N3CCOCC3)n2[C@@H]2O[C@H](CO)[C@@H](O)[C@H]2O)c(=O)[nH]1	98	103	105	107	106	107	99	100	100
O=C(Nc1ccccc1Cl)c1ccccc1F	105	103	97	106	105	nt	98	99	107
Cc1cc(SCc2ccc(Cl)cc2Cl)nc(SCc2ccc(Cl)cc2Cl)n1	96	104	105	105	108	102	98	111	102
COc1ccc(-c2cnc3c(-c4cccc5nn(C)cc45)cnn3c2)cc1	107	92	99	99	92	105	88	90	98
Cc1ccc(-n2cc(/C=N/NC(=O)c3nc(N)n[nH]3)c(-c3ccc(S(C)(=O)=O)cc3)n2)cc1	104	100	101	100	97	96	100	97	99
COc1ccc2nc(-c3ccc(Cl)cc3)cc(-c3nnc(SCC(=O)Nc4ccc(C(C)=O)cc4)n3-c3ccccc3)c2c1	102	102	101	105	87	97	85	105	87
C[S+](C)CC(=O)c1ccc2ccccc2c1	110	95	90	93	99	105	98	95	98
COc1ccc(/C=C(\C#N)c2ccccc2)cc1	95	92	81	103	83	95	87	81	95
Cc1ccc(C(=O)N2CCn3c(nnc3C(F)(F)F)C2)cc1	102	110	98	105	104	110	103	103	101
Cc1nn(-c2ccccc2)c2ncnc(Nc3ccc(OCCCBr)cc3)c12	93	94	89	108	nt	103	96	95	103
COc1cccc(Nc2nccc(Nc3ccc4[nH]ncc4c3)n2)c1	16	-81*	-94*	-59*	-81*	-61*	14	24	26
O=C(O)c1cc(-c2c(Cl)cccc2Cl)nc2cc3ccccc3cc12	nt	nt	nt	109	96	99	96	101	109
COc1ccc(OC)c(-c2ccc(-c3ccccc3N)c3[nH]c4ccccc4c23)c1	99	84	78	90	59	75	93	89	79
O=C(Nc1ccccc1O)C1C(=O)C(=O)N(c2ccccc2O)C1=O (configuration not stated)	97	86	95	88	98	135	87	108	111
Cn1c2ccc(Br)cc2c2nnc(Sc3no[n+]([O-])c3-c3ccccc3)nc21	99	103	94	89	88	93	101	96	79
O=P(O)(O)c1cc(-c2ccccc2)oc1-c1ccccc1	118	104	96	111	88	103	98	86	120
Cn1cc(-c2nnc(N)nc2-c2cn(C)c3ccc(F)cc23)c2cc(F)ccc21	113	90	83	96	95	103	96	91	78
Nc1ccc(C(=O)Nc2ccc(C(=O)Nc3ccc(/C=C/c4ccc(NC(=O)c5ccc(NC(=O)c6ccc(N)cc6)cc5)cc4S(=O)(=O)O)c(S(=O)(=O)O)c3)cc2)cc1	104	96	89	110	70	103	100	98	98
(listing goes on)
SMILES	SF-295	OVCAR-8	U251	DU-145	PC-3	OVCAR-3	SF-539	SNB-19	SF-268
O=C(O)CNC(=O)CNC(=O)CNC(=O)CNC(=O)OCc1ccccc1	97	104	97	102	100	112	96	97	103
Cc1ccc(N2CCC(=O)NC2=S)c(C)c1	99	99	97	113	100	109	96	99	100
CC1(C)[C@@H](O[C@@H]2OC[C@@H](O[C@@H]3O[C@H](CO)[C@@H](O)[C@H](O)[C@H]3O[C@@H]3OC[C@@H](O)[C@H](O)[C@H]3O)[C@H](O)[C@H]2O[C@@H]2O[C@H](CO)[C@@H](O)[C@H](O)[C@H]2O)CC[C@]2(C)[C@H]3CC[C@]45OC[C@@]6(CC[C@](C)(C=O)C[C@H]64)[C@H](O)C[C@@]5(C)[C@]3(C)CC[C@@H]12	-89*	-49*	-90*	-82*	-85*	-73*	-23*	-68*	-55*
Cc1ccc(OCc2ccc(Cl)cc2)cc1	106	112	110	111	97	121	109	102	110
Cc1ccc(C(=O)C[n+]2ccn(CCC(=O)Nc3cccc4cccnc34)c2)cc1	95	98	93	99	91	81	99	89	90
Cc1ccc(NC(=O)CNC(C)(C)C)cc1Cl	95	100	103	108	71	107	100	109	103
CCOC(=O)C1=C(C)NC(=O)NC1c1ccc(OCc2cn(-c3ccc(C(=O)O)cc3)nn2)c(OC)c1 (configuration not stated)	99	103	nt	97	91	97	101	97	94
OC(CN1CCCCC1)c1ccc(I)cc1 (configuration not stated)	120	106	102	111	109	113	107	112	107
CN1CCC2(CC1)OCCCO2	97	90	103	110	89	105	106	104	99
